NPY Y1 blocker: NPY-Y1 (human) receptor antagonism; AID 1040; HEK293-CNG Y1 cells, membrane potential fluorescence; NPY at EC95, then isoproterenol; inhibition, % at 3.6 µM; 200,000 compounds, 1% hits;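 active = inhibition above the campaign mean inhibition of all tested compounds plus 3 SD, cut at about 20% in these data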;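 also: 0% = DMSO wells given NPY plus isoproterenol and 100% = isoproterenol alone without NPY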
Target sequence (P25929 whole entry, looked up): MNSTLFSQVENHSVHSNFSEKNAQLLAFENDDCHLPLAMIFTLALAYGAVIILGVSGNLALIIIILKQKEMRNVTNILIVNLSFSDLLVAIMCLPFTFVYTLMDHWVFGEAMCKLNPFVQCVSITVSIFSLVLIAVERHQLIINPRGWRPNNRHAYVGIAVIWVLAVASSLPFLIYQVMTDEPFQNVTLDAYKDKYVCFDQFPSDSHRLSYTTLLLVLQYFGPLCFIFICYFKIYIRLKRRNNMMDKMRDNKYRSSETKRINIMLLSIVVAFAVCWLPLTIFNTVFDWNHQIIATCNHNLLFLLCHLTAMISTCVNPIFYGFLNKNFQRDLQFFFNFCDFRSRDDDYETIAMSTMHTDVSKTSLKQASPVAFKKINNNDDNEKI
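Test system: HEK293 cells co-expressing NPY Y1 receptor and cyclic-nucleotide gated channel; Also added: NPY (25 nM), isoproterenol (1 µM), Ro 20-1724 (25 µM); Compound dosing: one concentration, 3.6 µM, in 0.4% DMSO; Timing: dye 3 h, compound 60 min room temperature, stimulation 45 min; Technique: Membrane-potential fluorescent dye readout.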
CHOP inh: inhibitors of CHOP induction in ER stress response; CHO-K1 CHOP-promoter luciferase, tunicamycin-induced, 15-18 h; inhibition, % at 10 µM; 220,000 compounds, 3.8% hits; AID 2732;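 active = compounds that reduced the stress-induced luciferase reporter signal by more than about 70% of percent inhibition, limit read from the data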;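 also: 0% = tunicamycin plus vehicle and 100% = wells without tunicamycin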
S1P4 ag: human S1P4 receptor agonism | activation, % at 4.98 µM | O95977 | S1P4-expressing cell line, agonist reporter assay | 220,000 compounds, 0.35% hits; in the data active = activation above about 11%;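 also: 0% = DMSO vehicle and 100% = reference agonist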
Target sequence (O95977 whole entry, looked up): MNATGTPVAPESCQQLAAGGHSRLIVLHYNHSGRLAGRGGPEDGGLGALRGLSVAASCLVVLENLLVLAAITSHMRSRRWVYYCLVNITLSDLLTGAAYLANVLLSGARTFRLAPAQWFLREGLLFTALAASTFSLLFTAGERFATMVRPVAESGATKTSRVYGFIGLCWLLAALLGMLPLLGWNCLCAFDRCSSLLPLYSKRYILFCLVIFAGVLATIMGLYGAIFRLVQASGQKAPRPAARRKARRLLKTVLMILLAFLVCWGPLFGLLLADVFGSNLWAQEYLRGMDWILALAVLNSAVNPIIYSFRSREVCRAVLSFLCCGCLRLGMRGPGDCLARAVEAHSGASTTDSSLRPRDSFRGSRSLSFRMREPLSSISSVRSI
EP2 modulator: EP2 receptor (human) modulation. P43116. EP2-expressing cells, cAMP HTRF FRET, PGE2 co-stimulation. induction, % at 25 µM. 260,000 compounds, 0.83% hits. AID 940;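 active = compounds whose cAMP rise, as percent of the full-agonist control response, exceeds 60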;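 also: rat C6 glioma line stably carrying human EP2 under a CMV promoter; the protocol text gives 20 µM as final concentration; 100% = response of wells given 1 µM PGE2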
TRPN1 ag: agonists of zebrafish TRPN1 channel; 220,000 compounds, 0.18% hits; AID 1424; activation, % at 3 µM; HEK293 zebrafish TRPN1-YFP, Fluo-8 calcium fluorescence; 100% = response to 87 µM carbachol;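 active = activation above its plate's cutoff, the mean activation of test wells on that plate plus 3 SD, cut at about 19% in these data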;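 also: 0% = DMSO alone and 100% = 87 µM carbachol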
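Material – zebrafish TRPN1-YFP in HEK293 cells · Doses – 3 µM single point · Schedule – dye 1 h 37 °C plus 30 min RT · Signal – Fluo-8 calcium fluorescence, excitation 470-495 nm, emission 515-575 nm · Read-out – % activation versus carbachol response · Control set – carbachol high, DMSO low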
NPY-Y2 PAM-ag: potentiators or agonists of human neuropeptide Y receptor Y2. activation, % at 3.6 µM. AID 1359. 220,000 compounds, 0.45% hits. cells expressing NPY-Y2, potentiator/agonist read-out; in the data active = activation above about 27%;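 also: cells stimulated with NPY near EC25 plus isoproterenol at EC100; 0% = vehicle plus submaximal agonist and 100% = vehicle plus saturating agonist; some results beyond the cut were filed as inactive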
NPY1 pot ag: potentiators or agonists of human neuropeptide Y receptor Y1 | 220,000 compounds, 0.37% hits | AID 1304 | NPY-Y1 expressing cells, potentiator/agonist activation | activation, % at 3.6 µM; in the data active = activation above about 33%, passing the limit was not always enough;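 also: cells stimulated with NPY at EC10 then isoproterenol at EC100; 0% = low agonist plus stimulus and 100% = saturating agonist plus stimulus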
TRPML3 ag: human mucolipin-3 channel agonism; HEK293 TRPML3-YFP, Fluo-8 calcium fluorescence; 100% = the carbachol control signal; activation, % at 3 µM; Q8TDD5; AID 1448; 220,000 compounds, 0.29% hits;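 active = activation above its plate's cutoff, the mean activation of the plate's test wells plus 3 SD, cut at about 12% in these data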;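 also: 0% = DMSO only wells and 100% = carbachol wells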
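system = HEK293 cells stably carrying human TRPML3-YFP | doses = one concentration, 3 µM nominal, 0.3% DMSO | timing = dye loading 1 h 37 °C then 30 min ambient, 125 s read | detection = Fluo-8 calcium dye fluorescence, ex 470-495, em 515-575 nm | benchmarks = high control carbachol 87 µM, low control DMSO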
S1P4 antagonist: blocks the human S1P4 receptor; O95977; S1P4-expressing cells, antagonist mode, reporter read-out; inhibition, % at 4.98 µM; 220,000 compounds, 0.26% hits; in the data active = inhibition above about 29%;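 also: 0% = wells stimulated with agonist and 100% = vehicle wells without agonist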
Starred values were filed as active, the others as inactive; x = no result given; & = joins results of further samples.

nr	SMILES	NPY Y1 blocker	CHOP inh	S1P4 ag	EP2 modulator	TRPN1 ag	NPY-Y2 PAM-ag	NPY1 pot ag	TRPML3 ag	S1P4 antagonist
1	O=C(CS(=O)(=O)c1ccccc1)N1CCCCCC1	1	48	-1.8	28	-0.8	6	18	1.4	-11
2	Cn1c(=O)c2c(nc(CN3CCc4ccccc4C3)n2Cc2ccc(Cl)cc2)n(C)c1=O	9	22	0.0	21	0.5	15	20	0.3	-2
3	Cc1cccc(/N=C/c2c(O)cc(C)oc2=O)n1	6	1	-0.6	-2	0.7	-6	14	0.7	2
4	CCOc1ccc(N(CC(=O)Nc2cccnc2)S(C)(=O)=O)cc1	-1	-10	0.5	8&-20	0.6	2	17	1.0	-1
5	CC1(C)CC(=O)C=C(NC2CC(C)(C)NC(C)(C)C2)C1	1	53	-3.0	9	0.6	4	-8	0.6	-1
6	CC1(C)CC(=O)C(=C2SCCCS2)C(=O)C1	-4	1	0.4	35	1.6	12	12	0.3	5
7	CCCN1C2=C(C(=O)CC(C)(C)C2)C(c2ccc(F)cc2)C2=C1c1ccccc1C2=O (stereo not given)	0	55	-1.1	5	-1.3	8	24	-0.5	-6
8	O=C(CCN1C(=O)c2ccccc2S1(=O)=O)Nc1ccc2c(c1)OCCO2	2	-5	-0.6	-20	1.8	5	-23	0.8	5
9	Cc1ccc(S(=O)(=O)/N=S(/C)c2ccccc2)cc1 (stereo not given)	-1	-4	0.3	11	0.5	0	-3	0.7	-4
10	CCOc1ccccc1Nc1ccc(C(=O)O)cc1[N+](=O)[O-]	4	37	-0.8	14	-0.7	-22	-4	0.2	-1
11	CCNC(=O)Cn1cc(C(F)(F)F)cc(Cl)c1=O	x	7	0.4	-11	2.1	-1	-3	0.2	-4
12	CCCCNC(=S)N/N=C/c1ccc(C)s1	6	40	-3.9	-29	-1.8	-2	-20	-0.8	2

The results go on:
nr	SMILES	NPY Y1 blocker	CHOP inh	S1P4 ag	EP2 modulator	TRPN1 ag	NPY-Y2 PAM-ag	NPY1 pot ag	TRPML3 ag	S1P4 antagonist
13	COc1cc(C(=S)N2CCC(C(N)=O)CC2)ccc1O	6	8	1.4	-10	0.2	0	0	0.4	-3
14	COC(=O)C1=COC(C)C2CN3CCc4c([nH]c5ccccc45)C3CC12 (stereo not given)	-8	-3	-0.3	5	-0.2	11	5	-0.6	-4
15	CC(=O)Nc1ccc(OCC(O)Cn2nc(C)c(Br)c2C)cc1 (stereo not given)	1	21	0.4	21	2.4	20	-5	0.6	-14
16	O=C(c1ccccc1F)N1CCN(Cc2cccc(Cl)c2)CC1	0	5	0.4	35	-1.0	1	-8	-0.2	-5
17	Cc1nc(-c2cccc(S(=O)(=O)N3CC(C)OC(C)C3)c2)cs1 (stereo not given)	-6	-5	1.2	-7	0.2	-39	-14	-0.6	-32
18	Cn1nnnc1SCc1ccc(CSc2nnnn2C)cc1	0	14	1.0	3	1.8	9	10	0.7	-6
19	O=C1/C(=C/C=C/c2ccco2)SC(=S)N1NS(=O)(=O)c1ccccc1	x	-1	-0.3	-7	1.4	-7	0	0.0	12
20	CCOc1ccc2ccccc2c1CNc1nnnn1CC	8	-10	-0.3	7	0.9	-5	-13	0.5	-1
21	COCCN1Cc2cccc(C(=O)NCc3cccs3)c2C1=O	2	15	0.9	7	0.5	-6	-2	0.0	-26
22	O=C(O)C1CCCCC1C(=O)Nc1ccccn1 (stereo not given)	-2	0	2.4	17	0.8	-3	17	0.6	5
23	COc1ccc(/C=C(/NC(=O)c2ccc([N+](=O)[O-])cc2)C(=O)NCCCN(C)C)cc1	-5	3	1.1	2	1.4	3	1	0.8	3
24	C=CCc1cccc(/C=N/NC(=O)CNc2cccc3ccccc23)c1O	6	41	-0.9	-26	1.5	-8	-21	-0.1	-1

New compounds follow:
nr	SMILES	NPY Y1 blocker	CHOP inh	S1P4 ag	EP2 modulator	TRPN1 ag	NPY-Y2 PAM-ag	NPY1 pot ag	TRPML3 ag	S1P4 antagonist
25	O=C(CNC(=O)C1CCCCC1)Nc1cc(Cl)cc(Cl)c1	-1	41	1.1	-41	-1.2	-5	-1	-0.2	-9
26	CC(C)NC(=O)c1ccc(CS(=O)(=O)c2ccc(Br)cc2)o1	1	20	-1.0	13	1.3	-16	-1	-0.4	-10
27	Cc1ccc(Nc2ncccc2C(=O)NCc2cccs2)c(C)c1	-2	-27	1.2	-1	6.2	20	13	1.8	1
28	CC(=O)Nc1ccc(-c2csc(NC=C3C(=O)OC(C)(C)OC3=O)n2)cc1	0	12	2.1	-12	0.3	-12	0	1.0	4
29	O=C(Nc1ccc(Cl)cc1C(=O)NCc1cccnc1)c1ccco1	-2	49	2.2	42	0.5	-7	-22	-0.3	-1
30	Cc1ccc(S(=O)(=O)N/N=C/c2cc(Br)ccc2O)cc1	x	13	2.4	-33	-2.8	16	-6	-1.2	-7
31	CC(C)c1nccn1CCC(=O)O	4	12	-2.0	1	-0.9	3	-11	0.9	-12
32	Cc1cc(NC(=O)c2cc(C)on2)n(-c2ccccc2)n1	0	-5	0.6	8	0.1	0	-5	0.4	1
33	Cc1nc(-c2ccc(S(=O)(=O)N3CCN(C(c4ccccc4)c4ccccc4)CC3)s2)cs1	x	7	1.7	-1	0.7	-15	-12	1.0	-5
34	COc1cccc(-n2c(SCC(=O)NCc3cccs3)nc3ccccc3c2=O)c1	0	4	1.4	16	-1.1	-1	18	0.3	-6
35	Cc1ccc(C(=O)N(CN2CCCC2=O)c2ccccc2)cc1C	7	23	2.1	42	0.1	-1	0	0.1	-16
36	CCOP(=O)(OCC)C(NC(=O)Nc1ccccc1)C(N)=O (stereo not given)	3	-11	0.4	-10	0.8	-9	-25	1.6	-18

(next part)
nr	SMILES	NPY Y1 blocker	CHOP inh	S1P4 ag	EP2 modulator	TRPN1 ag	NPY-Y2 PAM-ag	NPY1 pot ag	TRPML3 ag	S1P4 antagonist
37	O=S(=O)(Nc1ccc(-n2cccc2)cc1)c1ccc(Cl)cc1Cl	-1	102*	0.0	-28	-1.1	-12	1	0.0	4
38	CCCOC(=O)/C(=C\c1ccc([N+](=O)[O-])o1)NC(=O)c1ccccc1	3	36	-1.0	-3	1.6	-5	-7	0.7	2
39	O=C(O)CCCNC(=O)CCCNC(=O)C(c1ccccc1)c1ccccc1	-3	27	1.9	2	-0.1	8	3	0.3	-10
40	CCCCCn1c(CN2CC(C)OC(C)C2)nc2c1c(=O)n(C)c(=O)n2C (stereo not given)	3	x	-0.7	x	-0.5	2	-10	1.0	-4
41	CCn1c(SCC(=O)N/N=C/c2c[nH]c3ccccc23)nnc1-c1ccc(C)cc1	12	-8	-1.0	-32	-1.1	-9	-14	-0.7	-3
42	CC(C)Nc1c(N)c(=O)oc2ccccc12	-6	17	0.1	5	-1.0	6	6	0.3	-4
43	COc1cc(-n2nc(C)c3c2OC(N)=C(C#N)C3c2ccccc2)c(Cl)c(Br)c1O (stereo not given)	-3	2	-1.6	9	-1.1	-7	7	0.5	-1
44	COc1ccc(Cl)cc1NC(=S)N1CCN(c2ccccn2)CC1	-6	59	-0.4	-11	1.3	7	-18	0.6	10
45	Cc1onc(-c2c(Cl)cccc2Cl)c1C(=O)Nn1cnnc1	-3	-9	-0.4	19	0.9	-13	-25	0.5	-3
46	Cc1ccnc(SCC(=O)N2CCCc3ccccc32)n1	6	15	0.4	3	-0.1	-23	-11	0.1	-7
47	O=C(NC1(C(F)(F)F)NC(=O)N(C2CCCCC2)C1=O)c1cccs1 (stereo not given)	-4	38	-1.5	-8	0.5	18	2	-0.3	3
48	Cc1ccc2c(c1)CCCN2C(=O)NC1CCCCC1	-5	7	-0.6	45	-0.9	-7	-4	0.2	5

Other entries follow:
nr	SMILES	NPY Y1 blocker	CHOP inh	S1P4 ag	EP2 modulator	TRPN1 ag	NPY-Y2 PAM-ag	NPY1 pot ag	TRPML3 ag	S1P4 antagonist
49	CC1(C)CC(=O)C2=C(C1)NC(=O)NC2c1ccccc1 (stereo not given)	-1	-10	0.3	-13	-2.5	-3	0	0.6	-4
50	CSc1nc(-c2ccccc2)nn1C(=O)c1ccc(Cl)cc1	11	-12	0.9	33	1.2	13	3	-0.1	-6
51	CCOc1ccc(/C(O)=C2/C(=O)C(=O)N(CCOCCO)C2c2ccccc2)cc1 (stereo not given)	-1	-4	2.1	60	0.5	11	-12	0.1	2
52	CC1(C)SC2c3ccccc3C(=O)N2[C@@H]1C(=O)NCCCN1CCOCC1 (stereo not given in full)	1	14	0.8	1	0.3	-7	0	-0.1	-6
53	COc1ccc(NC(=S)Nc2ccc3cn[nH]c3c2)cc1	2	7	0.4	-72	0.8	-1	5	0.1	-14
54	CCN(CC(=O)Nc1ccc2c(c1)OCCO2)C(=O)CC1CCCC1	-3	-4	3.5	-2	-0.7	-5	-23	0.4	-25
55	O=C(NCc1ccco1)C(=O)NCC1OCCN1S(=O)(=O)c1ccc(F)cc1 (stereo not given)	3	-3	-0.3	7	-0.1	-1	-6	0.8	-8
56	CC(=O)N1CCCN(Cc2cn(-c3ccc(C)cc3)nc2-c2ccc(F)cc2)CC1	10	10	-1.6	-28	-0.2	2	-10	-0.6	-3
57	Cc1cc(=O)[nH]c(SCC(=O)NCC2CCCO2)n1 (stereo not given)	x	-1	1.2	20	1.4	4	16	1.0	-7
58	Cn1c(=O)oc2cc(S(=O)(=O)N3CCC(C(=O)NCC4COc5ccccc5O4)CC3)ccc21 (stereo not given)	-1	48	-0.1	3	0.3	-12	-5	0.8	7
59	CN(C(=O)c1ccccc1Cl)c1ccccc1	-1	22	0.8	9	-0.1	2	-8	0.5	-3

Bioassay records deposited in PubChem BioAssay by several laboratories.

This is a random part of the collection (roughly 6.5% active in at least one column).
